IMPase cell inh = membrane-permeable compound that blocks inositol monophosphatase; P97697; CHO-M1 cells, IP1 accumulation, HTRF TR-FRET ratio; inhibition (IP1 accumulation), % at 46.1 µM; 120,000 tested, under 10 active; AID 901; active = well fitted curve in the direction sought with a large enough effect in the signal ratio, not every such curve was filed as active; inconclusive = small, poorly fitted or top-dose-only effect, or a change in a side signal; inactive = no such curve, though single readings can be large or run the other way; the % refers to the signal ratio;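 note: cells stimulated with carbachol in lithium chloride buffer; plate controls were DMSO basal wells for no effect and reference inhibitor wells for full effect; higher means more IMPase inhibition seen as more IP1 and lower FRET ratio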
Target sequence (P97697 whole entry, looked up): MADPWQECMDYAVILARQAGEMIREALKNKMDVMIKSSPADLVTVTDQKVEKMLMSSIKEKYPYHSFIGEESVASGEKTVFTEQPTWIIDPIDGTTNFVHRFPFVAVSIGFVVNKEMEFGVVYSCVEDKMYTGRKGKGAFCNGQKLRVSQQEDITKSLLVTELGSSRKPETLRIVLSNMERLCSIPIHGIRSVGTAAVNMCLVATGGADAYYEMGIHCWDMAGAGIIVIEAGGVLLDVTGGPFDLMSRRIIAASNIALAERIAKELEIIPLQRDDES
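Seeded CHO-M1 cells were dosed with compound at up to 46 uM, stimulated with carbachol for 30 min, then lysed in IP-One detection reagents. Higher IP1 lowers the TR-FRET signal.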
ALOX12 inhib = inhibitors of human 12-lipoxygenase (ALOX12); hit rate 0.12% among 150,000; P18054; Potency, µM (titrated, usually from 57.1 µM), for inactives: at the highest dose activity change, negative = inhibition, actives largely listed as inhibitors; purified 12-hLO, xylenol orange hydroperoxide absorbance; note: potency is the fitted concentration of half-maximal effect; nearly all actives have a fitted effect of over 55% in size; many of its hits are not listed in these tables
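150 nM 12hLO, 25 mM Hepes pH 7.0 + 0.01% Triton X-100; cpd preinc 15 min RT; 40 uM arachidonic acid, 30 min RT; Fe-XO 30 min; A573/A405 ratio as read-out.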
PNC inhibitor = inhibitors of perinucleolar compartment assembly; PC3M PTB-GFP, PNC prevalence imaging, 16 h; active compounds read low; activity change (PNC), negative = inhibition, % at 10 µM; hit rate 3.1% among 140,000;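 active = readout at or below -70, meaning at least 70% loss of cells showing the perinucleolar compartment, a nuclear body marking cancer cells; inconclusive = readout between -30 and a set limit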;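 note: plate controls were DMSO wells for no effect and camptothecin positive control wells for full effect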
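PC3M cells stably expressing PTB-GFP, 750–1000 cells/well, treated 16 h at 37 °C with compound (23 nl of library stock), in duplicate. After paraformaldehyde fixation and Hoechst stain, imaged at 20x; PNC prevalence scored by image analysis.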
ALOX15B inhib = 15-hLO-2 (ALOX15B) enzyme inhibition. O15296. purified 15hLO-2, xylenol orange hydroperoxide absorbance. Potency, µM (titrated, usually from 57.1 µM), without a hit: at the top dose activity change, negative = inhibition, hits mostly inhibitors. hit rate 0.56% among 110,000; note: potency is the fitted concentration of half-maximal effect; nearly all actives have a fitted effect of over 60% in size; many of its hits are not listed in these tables
Target sequence (O15296 whole entry, looked up): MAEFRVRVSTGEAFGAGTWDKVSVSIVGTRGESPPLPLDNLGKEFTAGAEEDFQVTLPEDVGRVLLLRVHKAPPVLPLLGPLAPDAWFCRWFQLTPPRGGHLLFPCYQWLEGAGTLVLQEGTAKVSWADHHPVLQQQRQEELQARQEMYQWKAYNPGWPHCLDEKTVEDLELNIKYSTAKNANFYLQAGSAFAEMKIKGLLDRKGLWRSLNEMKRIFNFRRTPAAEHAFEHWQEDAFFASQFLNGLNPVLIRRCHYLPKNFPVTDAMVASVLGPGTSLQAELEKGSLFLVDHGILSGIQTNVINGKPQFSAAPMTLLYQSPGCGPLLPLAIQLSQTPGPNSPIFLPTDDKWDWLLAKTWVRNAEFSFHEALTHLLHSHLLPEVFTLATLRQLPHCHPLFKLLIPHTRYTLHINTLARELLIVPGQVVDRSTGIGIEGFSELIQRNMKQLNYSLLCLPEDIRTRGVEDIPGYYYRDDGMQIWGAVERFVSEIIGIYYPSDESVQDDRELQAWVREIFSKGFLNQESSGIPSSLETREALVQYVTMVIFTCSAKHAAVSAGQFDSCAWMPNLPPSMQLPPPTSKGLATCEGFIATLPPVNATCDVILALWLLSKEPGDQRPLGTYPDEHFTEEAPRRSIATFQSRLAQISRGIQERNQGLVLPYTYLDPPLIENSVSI
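Enzyme 50 nM, AA 45 uM, 25 mM Hepes pH 7.5 + 0.01% Triton X-100; cpd preinc 15 min RT, rxn 90 min RT; stop/detect with 200 uM XO + 300 uM Fe(II) in 50 mM H2SO4, 30 min; A573/A405.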
* marks the source's active call; other numbers are inactive results; ? = inconclusive; . = not tested or not shown; [ ] = another dose, or the depositor's remark. Unless noted, calls come from the whole dose curve; as a rule, active = well fitted curve in the direction sought with a large enough effect; inconclusive = small, poorly fitted or top-dose-only effect, or another doubt; inactive = no such curve, though single readings can be large; an effect the other way counts as inactive or inconclusive. Unless noted, % is set by controls: 0 for no effect and ±100 for the full control effect. These rows are one share of the data; count on the stated rates, not on these rows.

SMILES | IMPase cell inh | ALOX12 inhib | PNC inhibitor | ALOX15B inhib
Cc1nn(-c2ccccc2)c(C)c1C(=O)OCC(=O)NC(=O)NC1CCCCC1 | 1 | 3% | 22 | -11%
Cc1sc2ncnc(Nc3ccccc3)c2c1C | -7 | -2% | ? | -3%
CCCC(=O)Nc1nc2nc(-c3ccccc3)cc(-c3ccccc3)n2n1 | -5 | 5% | ? | -4%
CC(=O)Nc1ccc(S(=O)(=O)N(CC(=O)O)Cc2ccccc2)cc1 | 11 | -6% | 8 | 5%
O=C(NCc1ccc(Cl)cc1)c1cccc(NC(=O)c2ccccc2)c1 | . | -3% | -100* | .
CCOC(=O)c1ccccc1NC(=O)CC1SC(=NC)N(C)C1=O (stereo not drawn) | ? | 1% | ? | 2%
C=CCNC(=S)Nc1cc(S(=O)(=O)N2CCOCC2)ccc1-n1cncn1 | -9 | 3% | 35 | .
CS(=O)(=O)N(CC(=O)NCc1ccncc1)c1cc(Cl)cc(Cl)c1 | -6 | 0% | ? | -2%
CCCn1c(SCC(=O)N2CCc3ccccc32)nnc1-c1ccco1 | -1 | 0% | -12 | 4%
Cc1cc(C)nc(N(C#N)C(C)C(=O)N(C)C)n1 (stereo not drawn) | . | -1% | ? | .
COc1ccc(NC(=O)CC2C(=O)N(C)C(=S)N2Cc2cccs2)cc1 (stereo not drawn) | . | -1% | 17 | .
CCNc1ccc(C(=O)N/N=C/c2c(C)nn(-c3ccccc3)c2N2CCCC2)cc1[N+](=O)[O-] | . | 2% | 34 | .
COc1ccc2c(=O)c3c(=O)n(Cc4ccco4)c(-c4ccc(C)cc4)nc3oc2c1 | 11 | -12% | 8 | ?
CCOC(=O)CC12CN3CN(C1)CC(CC(=O)OCC)(C3)C2=O | -3 | 3% | ? | 2%
CSc1nnc(-c2sc3cc(Cl)ccc3c2Cl)n1C | 6 | -4% | -4 | 0%
CCOC(=O)c1sc(NC(=O)c2ccc(S(=O)(=O)N3CCOCC3)cc2)cc1C | -3 | -1% | 13 | -3%
CCCc1ccc(-c2cc(NC(=O)CSc3n[nH]c(N)n3)n(-c3ccccc3)n2)cc1 | 0 | 5% | -1 | 29%
O=C(OCc1nc2ccccc2s1)c1cccc(S(=O)(=O)N2CCOCC2)c1 | 2 | -6% | -100* | 3%
CCn1c2c(c3ccc(OC)cc31)CCCC2=O | -3 | 2% | 23 | -2%
Nc1nc2c(ncn2[C@@H]2O[C@H](CO)[C@@H](O)[C@H]2O)c(=O)[nH]1 | 1 | -2% | . | -2%
COc1ccc(CC(=O)NC2CC(C)(C)NC(C)(C)C2)cc1 | 4 | 1% | 20 | .
Cc1csc(SC(C)C(=O)Nc2ccc(S(=O)(=O)N3CCCC3)cc2)n1 (stereo not drawn) | 11 | 0% | ? | -2%
CCOC(=O)N1CCN(C(=O)/C=C/c2ccc3c(c2)OCO3)CC1 | . | 0% | ? | .
CN(c1ccc(Cl)cc1)c1cc(=O)n(C)c2ccccc12 | -24 | -20% | ? | -9%
O=S(=O)(c1ccc(Cl)cc1)N1CCN(c2ccc(N3CCOCC3)nn2)CC1 | -6 | 3% | ? | -3%
Cc1nn(-c2ccccc2)c(OC(=O)c2cccs2)c1S(=O)(=O)c1ccc([N+](=O)[O-])cc1 | 9 | -3% | ? | -8%
CCCN1CCN(CCCNC(=O)Cn2nc(-c3ccc(Cl)cc3)ccc2=O)CC1 | -1 | 5% | 10 | 1%[2.29 µM]
O=C(CSc1nnc(Cc2cccs2)n1-c1ccccc1)NC1CCCCC1 | 0 | -6% | -24 | 6%
O=C(CNC(=O)C1CCCCC1)Nc1ccccc1Cl | . | 2% | ? | .
COCc1c(Br)c(C)[nH]c(=O)c1C#N | -4 | -2% | -23 | .
O=C1/C(=C/c2cccs2)CCc2ccccc21 | 11 | 10% | 49 | -6%
CCCCN(C)C(=O)CCC(=O)NNc1nc2ccccc2c2nc(C)nn12 | . | -1% | 11 | .
CSc1nc2ccc(NC(=O)c3nn(C(C)C)c(=O)c4ccccc34)cc2s1 | . | 10% | -27 | .
Nc1nc2c(nc(Br)n2C2OC(CO)C(O)C2O)c(=O)[nH]1 (stereo not drawn) | . | -1% | . | 6%
O=C(CSc1nc2ccccc2o1)NCc1ccc2c(c1)OCO2 | 1 | -10% | -23 | -3%
Cc1cc(C(=O)COC(=O)CCC(=O)c2ccc3c(c2)OCCO3)c(C)n1Cc1ccco1 | 1 | -2% | -28 | -9%
CCCOc1ccc(C(=O)NCCC(=O)NCCCC(=O)OCC)cc1 | -4 | -2% | 4 | 1%
CCC(=O)Nc1ncnc2ncn(C(=O)CC)c12 | . | 0%[11.4 µM] | . | -3%[11.4 µM]
Cc1ccc(CSc2nnc(-c3ccncc3)n2CC2CCCO2)cc1 (stereo not drawn) | 10 | 3% | 53 | 5%
CN1CCN(C(=O)/C(=C/c2ccccc2)c2ccccc2)CC1 | 17 | 1% | -1 | 2%
Cc1ccc2oc(=O)c3cnn(CC(=O)NC4CCCCC4C)c3c2c1 (stereo not drawn) | 0 | 1% | 30 | -4%
CCCNC(=O)c1cc(-c2ccc(OC)cc2)n(CCCOC)c1C | -12 | -2% | ? | .
COc1cc2c(cc1OC)-c1nnc(-c3ccco3)n1C1(CCCC1)C2 | -7 | -2% | 33 | .
Cc1ccccc1Cn1c(=O)n(CC2CCC(C(=O)NCCc3ccccc3)CC2)c(=O)c2ccccc21 (stereo not drawn) | -6 | -4% | 19 | .
CC(=O)c1cccc(NC(=O)c2cc(-c3ccc(C)cc3)on2)c1 | 7 | 3% | ? | 13%[2.29 µM]
COC(=O)C1=C(C)NC(C)=C(C(=O)OCCN(C)Cc2ccccc2)[C@H]1c1cccc([N+](=O)[O-])c1 | 5[20.6 µM] | -1%[25.6 µM] | . | 26%[25.6 µM]
CC[C@@H]1Cc2cc(O)ccc2C2=C1c1ccc(O)cc1C[C@H]2CC | 3 | ? | . | 3.5µM*
Cc1ccc(S(=O)(=O)N2CC3CCC2C3)cc1 (stereo not drawn) | 0 | 1% | -3 | -4%
COc1cccc(C(=O)NCCCN2CCN(CCCNC(=O)c3cccc(OC)c3)CC2)c1 | . | -2% | -2 | .
Nc1nnc(SCC(=O)Nc2sc3c(c2C(=O)c2ccccc2)CCCC3)s1 | . | -7% | 31 | .

Reformatted tab-delimited: two of the compounds above
compound	IMPase cell inh	ALOX12 inhib	PNC inhibitor	ALOX15B inhib
Cc1ccccc1Cn1c(=O)n(CC2CCC(C(=O)NCCc3ccccc3)CC2)c(=O)c2ccccc21 (stereo not drawn)	-6	-4%	19	.
Cc1ccc2oc(=O)c3cnn(CC(=O)NC4CCCCC4C)c3c2c1 (stereo not drawn)	0	1%	30	-4%

Later entries.
SMILES | IMPase cell inh | ALOX12 inhib | PNC inhibitor | ALOX15B inhib
O=C(c1ccncc1)N1CCC2(CCCN(c3ccccn3)C2)CC1 | . | 1% | . | 2%
COc1ccc(-n2c(O)cnc2Nc2nc(C)cc(C)n2)cc1OC | 6 | 5% | 9 | -2%
c1coc(CNc2c3c(nc4ncnn24)CCC3)c1 | 6 | 3% | 7 | 5%
CCOC(=O)/C(C#N)=C(\N)C(C)C(=O)Nc1ccccn1 (stereo not drawn) | 1 | -1% | ? | -6%
Cc1ccc2nc(-c3ccccc3O)c(Nc3ccc4c(c3)OCCO4)n2c1 | . | 0% | -113* | .
O=C(Nc1nc(-c2ccc(F)cc2)cs1)c1cnccn1 | . | -1% | ? | .
CCOc1ccc(-n2c(=O)cc(N3CCN(c4ccc(F)cc4)CC3)[nH]c2=O)cc1 | 8 | -4% | -18 | -4%
O=C(NC(NC1CCS(=O)(=O)C1)C(=O)c1cccs1)c1ccccc1 (stereo not drawn) | 2 | 0% | -21 | 6%[2.29 µM]
Cc1ccc(O)c(C(=O)c2cnc3onc(-c4ccc(F)cc4)c3c2)c1 | . | 4% | -21 | .
COc1ccc(CNC(=O)c2cnc3scc(C)n3c2=O)cc1 | 8 | 0% | 33 | -1%
O=C1NC(=Nc2ccccc2)S/C1=C\C=C\c1ccco1 | . | ? | ? | .
CCOC(=O)c1c(C)n(CCNC(C)=O)c2ccc(O)cc12 | 3 | -6% | 4 | -2%
O=C(CCc1n[nH]c(=O)[nH]c1=O)N1CCCCC1 | -8 | 1% | -15 | 4%
CCn1c2ccccc2c2nnc(SCCCn3c(=O)[nH]c4ccccc43)nc21 | 19 | -3% | ? | -14%
COc1cc2c(C(=O)N3CCN(Cc4ccc5c(c4)OCO5)CC3)cn(C)c(=O)c2cc1OC | -1 | -2% | 55 | 2%
Cc1ccc(C2CC(c3cccs3)=NN2C(=O)CSc2nc3ccccc3o2)cc1 (stereo not drawn) | -5 | 1% | 53 | .
COc1ccc(NC2CC(=O)N(c3ccccc3)C2=O)cc1 (stereo not drawn) | 1 | -4% | -5 | -4%
CCCC(=O)Nc1sc(C)c(C)c1C(=O)Nc1cccc(C)c1 | 2 | -2% | 13 | 5%
COC(=O)c1sccc1NC(=O)c1cc(-c2ccc(C)cc2C)nc2ccccc12 | 5 | -11% | -25 | 11%
Cc1ccccc1NC(=O)NCCc1nc2ccccc2[nH]1 | -15 | -5% | 0 | 9%
Oc1ccccc1NCC(O)Cn1ccc2ccccc21 (stereo not drawn) | 7 | -26% | 10 | 13µM*
CCCN1Cc2cccc(C(=O)Nc3ccc(CC)cc3)c2C1=O | 0 | 3% | ? | 4%
Cc1cc(=O)oc(C)c1C(=O)NCCCN1CCN(c2ccccc2F)CC1 | 6 | 8% | ? | 11%
COc1ccccc1-c1c(C)nn2c(N3CCC4(CC3)OCCO4)cc(C)nc12 | 10 | 13% | ? | 6%
Cn1c(C(=O)NCc2cccnc2)cc2sc(Cl)cc21 | 1 | -2% | 18 | 15%
CCCC(=O)N(c1ccc2oc(=O)sc2c1)S(=O)(=O)c1cccs1 | 3 | ? | ? | -10%
NC(=O)Cn1c(=O)oc2ccccc21 | -2[1.84 µM] | 1% | ? | 5%[11.4 µM]
CCOC(=O)CN1C(c2ccc(O)cc2)Nc2ccc(Br)cc2C1c1ccccc1 (stereo not drawn) | 4 | -3% | ? | .
CCCC(C)NC(=S)NC(=O)c1cc(S(=O)(=O)N2CCOCC2)ccc1C (stereo not drawn) | . | -11% | ? | .
C[N+]1(C)CC(O)[C@H](C(=O)[O-])C1 (stereo partly drawn) | . | 0% | . | 0%

The list goes on (4 carried over from the part before).
SMILES | IMPase cell inh | ALOX12 inhib | PNC inhibitor | ALOX15B inhib
NC(=O)Cn1c(=O)oc2ccccc21 | -2[1.84 µM] | 1% | ? | 5%[11.4 µM]
CCOC(=O)CN1C(c2ccc(O)cc2)Nc2ccc(Br)cc2C1c1ccccc1 (stereo not drawn) | 4 | -3% | ? | .
CCCC(C)NC(=S)NC(=O)c1cc(S(=O)(=O)N2CCOCC2)ccc1C (stereo not drawn) | . | -11% | ? | .
C[N+]1(C)CC(O)[C@H](C(=O)[O-])C1 (stereo partly drawn) | . | 0% | . | 0%
O=C(CCCNS(=O)(=O)c1cccs1)N1CCN(c2cccc(Cl)c2)CC1 | 4 | -1% | 24 | 3%
Cc1c(NC(=O)NCCN2C(=O)C3C4C=CC(C4)C3C2=O)c(=O)n(-c2ccccc2)n1C (stereo not drawn) | -3 | 4% | 38 | 10%
O=C(OCN1C(=O)c2ccccc2C1=O)c1ccco1 | -5 | -2% | 12 | -3%
COC(=O)CC1SC(=O)NC1=Nc1ccccc1 (stereo not drawn) | -6 | -1% | 40 | -6%
NC(=O)c1oc2ccccc2c1NC(=O)CN1CCCCC1 | 1 | -3% | -25 | 6%
O=C(c1ccncc1)N(Cc1ccccc1)Cc1nc2ccccc2c(=O)[nH]1 | ? | 6% | -9 | -1%
Cc1cccn2c(=O)c3cc(C(=O)N4COCC4(C)C)n(C)c3nc12 | -3 | 0% | -3 | -8%
COC(=O)Nc1nn(Cc2ccccc2F)cc1Br | -3 | -3% | -23 | 4%
NC(=O)C1CCN(C(=O)CCc2nc3ccccc3c(=O)[nH]2)CC1 | 11 | 1% | ? | -3%
COc1ccc2oc3cc(C)[n+]([O-])c(-c4ccc(Br)cc4)c3c2c1 | -8 | -4% | 38 | .
